MrgX1 antag = antagonists of human MrgX1 receptor, primary screen, HEK293 cells, Fluo-4 calcium flux. BAM8-22 antagonism; stronger effect = lower value. B-score at 10 µM. hit rate 1.3% among 310,000. AID 588676, 2011;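 active = calcium-response B-score plate-corrected more than 3 library SD below zero, starting fluorescence within 5 deviations, no agonist response on first addition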;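 also: peak minus trough fluorescence over baseline after final BAM8-22 challenge near maximal dose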
Target sequence (Q96LB2 whole entry, looked up): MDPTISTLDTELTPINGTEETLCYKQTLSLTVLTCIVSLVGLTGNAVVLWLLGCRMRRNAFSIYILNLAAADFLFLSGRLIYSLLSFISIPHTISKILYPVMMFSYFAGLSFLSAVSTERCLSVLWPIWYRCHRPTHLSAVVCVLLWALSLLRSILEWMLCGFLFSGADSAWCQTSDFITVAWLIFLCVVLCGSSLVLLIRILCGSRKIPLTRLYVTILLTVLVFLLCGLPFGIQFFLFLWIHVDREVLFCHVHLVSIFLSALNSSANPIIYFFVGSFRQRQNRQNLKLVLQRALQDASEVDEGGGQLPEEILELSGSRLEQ
RGS4 inh = RGS4 inhibitors, primary screen, cell-based, HEK293 M3R inducible RGS4, calcium flux. Regulator of G-protein signaling 4 (Homo sapiens), P49798. hit rate 0.45% among 310,000. B-score at 10 µM. AID 463165, 2010. Fluo-4 calcium flux; stronger effect = higher value; triggered by carbachol at its EC20;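 active = B-score, a plate-corrected calcium signal, over three deviations above library mean, with baseline fluorescence within five deviations of library mean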;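 also: RGS4 expression induced by doxycycline in cells with stable M3 receptor; B-score is computed from the integrated fluorescence ratio over baseline after carbachol; higher B-score means a larger calcium signal and so more RGS4 inhibition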
Target sequence (P49798 whole entry, looked up): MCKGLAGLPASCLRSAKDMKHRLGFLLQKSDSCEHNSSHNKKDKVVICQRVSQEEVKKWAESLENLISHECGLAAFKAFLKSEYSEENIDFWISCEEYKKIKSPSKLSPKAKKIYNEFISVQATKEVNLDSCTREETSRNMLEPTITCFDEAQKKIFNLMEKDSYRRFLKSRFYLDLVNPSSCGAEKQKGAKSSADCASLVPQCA
Platelet DG rel = inhibitors of platelet dense granule secretion, primary screen, cell-based, MLPCN, human platelets; AID 1663, 2009; hit rate 0.22% among 300,000; inhibition, %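 (compounds screened at 7.5 µM in platelet-rich plasma)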; human platelet-rich plasma, SFLLRN dense granule ATP release, luminescence;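 active = mean replicate score, as percent of positive control, at or above 50; inconclusive = mean below 50 but at least one replicate at or above 50; inactive = mean and every replicate below 50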
MrgX1 allo act = positive allosteric modulators of MrgX1, primary screen, HEK293 cells, Fluo-4 calcium flux; B-score at 10 µM; hit rate 0.63% among 310,000; AID 588675, 2011; Mas-related G-protein coupled receptor member X1 (Homo sapiens), Q96LB2; FDSS; stronger effect = higher value;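 active = plate-corrected calcium response at least 3 library SD above typical, normal starting fluorescence, not activating the receptor alone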;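 also: compound read alongside a low EC10 to EC30 dose of BAM8-22 agonist; peak minus trough fluorescence over baseline measured at the second addition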
HIF activator = HIF pathway transcriptional activators, primary screen, cell-based, U2OS HRE-luciferase, luminescence; U2OS HRE-luciferase reporter; normalized: DMSO 0%, desferrioxamine 100%; activation, % at 7.5 µM (by protocol); hit rate 0.32% among 300,000;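 active = mean activation of at least 10% of the iron chelator positive control signal, with at least half of replicates also reaching 10%; inconclusive = mean and replicate majority disagree about reaching 10%; inactive = mean and most replicates under 10%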
TRPC6 activator = mouse TRPC6 channel activators, primary screen, cell-based, HEK293, membrane potential dye. HEK293-TRPC6 membrane potential dye fluorescence; stronger effect = higher value. B-score at 10 µM. hit rate 0.13% among 310,000;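 active = B-score of the integrated fluorescence ratio above library mean plus 3 SD, and starting fluorescence ratio within library mean plus 5 SD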;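 also: higher score means more depolarization so channel activation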
TRPC6 inhibitor = mouse TRPC6 channel inhibitors, primary screen, cell-based, HEK293, membrane potential dye. hit rate 1.1% among 310,000. ACh-evoked depolarization; stronger effect = lower value. Short transient receptor potential channel 6 (Mus musculus), Q61143. B-score at 10 µM. AID 2553, 2010;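 active = B-score under library mean minus 3 SD, initial fluorescence not abnormally high, positive integrated signal ratio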;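 also: B-score derived from integrated fluorescence ratio over the kinetic read; more negative B-score means stronger inhibition of depolarization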
SKKanGAS inh = S. pyogenes SKKanGAS growth inhibitors in kanamycin, primary screen, streptokinase expression inhibitor project, SKKanGAS strain, BacTiter-Glo luminescence; inhibition, % at 7.5 µM; 6 h; hit rate 1.3% among 300,000;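 active = mean replicate score, as percent of positive control median, at least 50; inconclusive = mean below 50 but one replicate at or above 50; inactive = mean and every replicate below 50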;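 also: strain carries kanamycin resistance gene driven by streptokinase promoter and grows in 40 µg/ml kanamycin; loss of luminescence reflects streptokinase promoter inhibition or plain growth inhibition; 0% = median of DMSO wells and 100% = positive control at its reference dose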
TRPC4 inh = inhibitors of mouse TRPC4 channel, primary screen, Fluo4 calcium, HEK293 TRPC4beta/mu-opioid cells; DAMGO-evoked Fluo4 calcium flux; stronger effect = lower value; B-score at 10 µM; hit rate 0.39% among 300,000; AID 2247, 2010;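 active = B-score over 3 SD under the library average, no early fluorescence shift, positive overall ratio signal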
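Assay system: HEK293 cells with stable TRPC4beta plus mu-opioid receptor expression. Dosing: single dose. Measured by: Fluo4 Ca2+ flux fluorescence. Also added: DAMGO in two steps, submaximal then maximal. Read-out: B score from integrated Fluo4 fluorescence ratio.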
RGS4 pot = RGS4 potentiators or activators, primary screen, cell-based, HEK293 M3R inducible RGS4, calcium flux; carbachol calcium flux Fluo4; stronger effect = lower value; B-score at 10 µM; hit rate 0.92% among 310,000;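 active = B-score of the integrated calcium signal more than 4 SD below the library mean, with starting fluorescence not abnormally high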;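 also: negative B-score means reduced calcium response which marks RGS4 activation or potentiation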
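Material: M3R-expressing HEK293 line, RGS4 induced by doxycycline | Schedule: Overnight RGS4 induction, 30 min dye load 37 °C, 20 min compound RT | Measured by: Fluo4 fluorescence kinetic imaging of calcium | Read-out: Integrated calcium ratio converted to B score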
MrgX1 ag = agonists of human MrgX1 receptor, primary screen, HEK293 cells, Fluo-4 calcium flux; hit rate 0.44% among 310,000; Fluo-4 calcium fluorescence, agonist mode; stronger effect = higher value; B-score at 10 µM;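 active = calcium response B-score plate-corrected fluorescence ratio at least 3 library SD, with starting fluorescence B-score inside 5 SD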
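times = overnight plating, then 30 min 37 °C plus 30 min room-temperature dye loading | assay system = stable human MrgX1 HEK293 cell line | input = fifteen thousand cells per well | signal = kinetic calcium dye fluorescence, Fluo-4 NW | dosing = compound delivered in addition one of three | read-out = B-scored fluorescence response ratio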
The depositor's hits bear a star; i = inactive; ? = inconclusive; · = no result given.

SMILES	MrgX1 antag	RGS4 inh	Platelet DG rel	MrgX1 allo act	HIF activator	TRPC6 activator	TRPC6 inhibitor	SKKanGAS inh	TRPC4 inh	RGS4 pot	MrgX1 ag
COc1ccc2sc(NC(C)=O)nc2c1	i	i	5	i	1.6	i	i	-2	i	i	i
CC1Cc2ccccc2N1C1=CC(=O)CC(C)(C)C1 (configuration not stated)	i	i	-8	i	0.3	i	i	-14	i	i	i
Cc1nn2c(-c3cccnc3)ccnc2c1-c1ccccc1	i	i	-1	i	0.6	i	i	-5	i	i	i
Cc1ccc(C2CC(=O)C=C(O)C2)cc1 (configuration not stated)	i	i	2	i	0.3	i	i	8	i	i	i
O=C(NNc1c(Cl)cccc1Cl)c1sccc1Cl	i	i	9	i	-1.0	i	i	-9	i	i	i
CCCC(=O)C1=C(O)C(C(=O)OC)C(C)(C)CC1=NCc1ccccc1 (configuration not stated)	i	i	0	i	1.1	i	i	13	i	i	i
Clc1ccc(CNCCCSc2ncccn2)cc1	i	i	-4	i	-2.0	i	i	0	i	i	i
CC(NC(=S)Nc1ccc(OC(F)F)cc1)c1ccc(F)cc1 (configuration not stated)	i	i	2	i	0.4	i	-5.1*	-4	i	i	i
O=C1CCC(C(=O)Nc2cccc(Oc3ccccc3)c2)=NN1	i	i	1	i	0.8	i	i	-7	i	i	i
COCCn1c(SCC(=O)Nc2nnc(C)s2)nnc1-c1cc2ccccc2cc1O	i	i	1	i	-0.2	i	i	-19	i	i	i
Cc1ccc(NC(=O)c2cccc3c2-c2ccccc2C3=O)cc1C	i	i	4	i	-0.2	i	-7.3*	-3	i	i	i
CCCCOC(=O)C1C2C=CC3(CN(CCc4ccccc4)C(=O)C13)O2 (configuration not stated)	i	i	3	i	-0.2	i	i	-4	i	i	i
Cc1cc(C)c2cc(C#N)c(SCC(=O)Nc3cc(C)on3)nc2c1	i	i	0	i	1.3	i	i	1	i	i	i
O=S(=O)(NCC(c1cccnc1)N1CCN(c2ccc(F)cc2)CC1)c1ccccc1 (configuration not stated)	i	i	-9	i	·	i	i	2	i	i	i
CCOC(=O)c1cc(OC(=O)c2ccccc2OC)n(-c2ccccc2)n1	i	i	3	i	-0.8	i	i	2	i	i	i
Cc1ccccc1N1Cc2ccccc2C1	i	i	9	i	-23	i	i	-6	i	i	i
O=S(=O)(c1ccc(Cl)cc1)N1CCN(Cc2cccnc2)CC1	i	i	2	i	-0.6	i	i	11	i	i	i
Cn1c(CCc2ccc(N)cc2)nc2ccccc21	i	i	12	i	3.3	i	i	-12	i	i	i
COc1ccc(N2CCN(C(=O)c3cc(C)oc3C)CC2)cc1	i	i	2	i	-0.1	i	i	?	i	i	i
Cc1cc(Cl)c(OCCCNCc2ccccc2)c(Br)c1	i	i	-3	i	0.0	12*	i	3	i	i	i

Some of these compounds in order of molecular weight, low to high.
SMILES	MrgX1 antag	RGS4 inh	Platelet DG rel	MrgX1 allo act	HIF activator	TRPC6 activator	TRPC6 inhibitor	SKKanGAS inh	TRPC4 inh	RGS4 pot	MrgX1 ag
Cc1ccccc1N1Cc2ccccc2C1	i	i	9	i	-23	i	i	-6	i	i	i
Clc1ccc(CNCCCSc2ncccn2)cc1	i	i	-4	i	-2.0	i	i	0	i	i	i
COCCn1c(SCC(=O)Nc2nnc(C)s2)nnc1-c1cc2ccccc2cc1O	i	i	1	i	-0.2	i	i	-19	i	i	i

(list continues)
SMILES	MrgX1 antag	RGS4 inh	Platelet DG rel	MrgX1 allo act	HIF activator	TRPC6 activator	TRPC6 inhibitor	SKKanGAS inh	TRPC4 inh	RGS4 pot	MrgX1 ag
CCCSc1nnc(Sc2nnnn2-c2ccccc2)s1	i	i	4	i	1.1	i	i	3	i	i	i
Cc1ccc(CNC(=O)CSc2nc3n[nH]c(C)c3c(=N)n2-c2cccc(C)c2)cc1	i	i	-1	i	-0.1	i	i	1	i	i	i
CS(=O)(=O)c1ccc(Cl)c(NC(=O)C2CC(=O)N(Cc3ccccc3)C2)c1 (configuration not stated)	i	i	2	i	-0.5	i	i	4	i	i	i
C=C1CCC[C@]2(C)C[C@H]3OC(=O)C(CN(Cc4ccc(OC)c(OC)c4)CC(C)O)[C@H]3CC12 (some centres not stated)	i	i	-3	i	0.7	i	i	1	i	i	i
CN1CCN(c2ccc(CNS(=O)(=O)Cc3cccc(C(F)(F)F)c3)cc2)CC1	i	i	3	i	0.7	i	i	-9	i	i	i
CC(C)Oc1cccc(C(=O)C2CCCN(Cc3cccn3-c3cccnc3)C2)c1 (configuration not stated)	i	i	3	i	-0.2	i	i	4	i	i	i
Cc1ccc(/C=N/NC(=O)CCCOc2ccc(Cl)cc2Cl)cc1	i	i	7	i	3.2	i	i	-6	i	i	i
CCSC(C)CC1C/C(=N/O)c2c(C)noc2C1 (configuration not stated)	i	i	5	i	0.2	i	i	-4	i	i	i
CCOC(=O)NC1(C(F)(F)F)C(=O)N(Cc2ccccn2)C2=C1C(=O)CC(C)(C)C2 (configuration not stated)	i	i	2	i	-0.6	i	i	10	i	i	i
Cc1ccc(Oc2cc(NN3CCCCC3)c([N+](=O)[O-])cc2[N+](=O)[O-])c(Cl)c1	i	i	0	i	-0.4	i	i	15	i	i	i
Cc1[nH]c(=O)[nH]c(=O)c1NC(=O)c1sc2nc3c(C)cccc3cc2c1N	i	i	11	i	-8.6	i	i	5	i	i	i
CN(C)N=Nc1ccc(S(N)(=O)=O)cc1	i	i	3	i	-0.3	i	i	-5	i	i	i
CN1C(=O)C(O)(CC(=O)c2cccnc2)c2ccccc21 (configuration not stated)	i	i	4	i	0.0	i	i	0	i	i	i
O=C(O)c1cc(C(F)(F)F)nc2c(C(F)(F)F)cccc12	i	i	-3	i	0.1	i	i	-3	i	i	i
O=S1(=O)CC(O)C(NCc2cccnc2)C1 (configuration not stated)	i	i	-5	i	0.2	i	i	-2	i	i	i
COc1ccc2c(=O)c3c(=O)n(Cc4ccco4)c(-c4cc(OC)c(OC)c(OC)c4)nc3oc2c1	i	i	4	i	-0.8	i	i	9	i	i	i
CCOC(=O)c1ccc(NC(=O)Nc2ncccc2C)cc1	i	i	11	i	1.9	i	i	11	i	i	i
CCc1ccc(OCC(=O)Nc2ccc(S(=O)(=O)N3CCCC3)cc2)c(Br)c1	i	i	4	i	-0.1	i	i	-1	·	i	i
Cc1ccccc1NC1=NC2(CCCC2)N=C(N)N1	i	i	-1	i	-0.1	i	i	-13	i	i	i
CCN1N=C(c2cc(Cl)sc2Cl)CSC1=O	i	i	1	i	0.0	i	i	-4	i	i	i
Cc1cc(/C(=N/O)C(C)(C)NO)ccc1Cl	i	i	-2	i	-0.2	i	i	1	i	i	i
C[C@@H]1CCC[C@]2(O[C@H](CCO)C[C@@H](O)[C@@H]2O)O1	i	i	1	i	-1.8	i	i	-1	i	i	i
O=C(NCc1ccc2c(c1)OCO2)c1cccc(S(=O)(=O)N2CCOCC2)c1	i	i	1	i	-0.2	i	i	-3	i	i	i
O=C(Oc1ccc(N(Cc2cccs2)C2=NS(=O)(=O)c3ccccc32)cc1)c1ccccc1F	i	i	3	i	0.1	i	i	0	i	i	i
Cc1cccc(N2CCN(CC(=O)Nc3ccccc3[N+](=O)[O-])CC2)c1C	i	i	0	i	-0.2	i	i	11	i	i	i
COc1ccc(-n2nc(C(=O)NCC(=O)N3CCCCCC3)c3ccccc3c2=O)cc1OC	i	i	-16	i	0.4	i	i	1	i	i	i
COc1ccc2c(c1OC)C(=O)N1C2SC(C)(C)[C@H]1C(=O)NC1CCCC1 (some centres not stated)	i	i	7	i	0.1	i	i	-4	i	i	i
COc1ccc(OC)c(/C=N/NC(=S)NCCc2ccccc2)c1	i	i	3	i	1.6	i	i	24	i	i	i
CCOC(=O)CNc1c(-c2ccc(OC)cc2)nc2ccc(Cl)cn12	i	i	9	i	1.4	i	i	0	i	i	i
O=C(NCCN1CCCC1)C1CCN(S(=O)(=O)N2CCC3(CC2)OCCO3)CC1	i	i	-2	i	-0.3	i	i	4	i	i	i
O=C(Nc1ccc(F)cc1)C1CC(=O)n2cnnc2N1 (configuration not stated)	i	i	-6	i	0.6	i	i	1	i	i	i
CC(C)c1onc(C(=O)NCc2ccc(Cl)cc2)c1[N+](=O)[O-]	i	i	9	i	0.0	i	i	3	i	i	i
COc1ccc(CC(=O)OCC(=O)NC(=O)NC2CCCCC2)cc1	i	i	2	i	1.5	i	i	-3	i	i	i
CCOC(=O)c1ccc(NS(=O)(=O)c2cc(-c3nnnn3C(C)C)ccc2OC)cc1	i	i	-14	i	-0.2	i	i	0	i	i	i
COc1cccc(-n2c(-c3ccccc3)c[nH]c2=S)c1	i	i	2	i	0.8	i	i	-1	i	i	i
CC(C)C(=O)Nc1ccc(C(=O)NN2C(=O)c3ccccc3C2=O)cc1	i	i	-16	i	-0.3	i	i	3	i	i	i
CCOC(=O)Nc1nnc(-c2ccccc2OC)s1	i	i	11	i	0.6	i	i	-5	i	i	i
COC(=O)Cn1c(=O)c2c(nc3n2CCCN3Cc2ccccc2)n(C)c1=O	i	i	-7	i	0.0	i	i	-3	i	i	i
CCn1ncc(C2=NOC(C(=O)NCc3ccc(OC)cc3)C2)c1C (configuration not stated)	i	i	9	i	1.5	i	i	3	i	i	i
COc1ccc(OCC(O)CNC(=O)c2cccs2)cc1 (configuration not stated)	i	i	6	i	0.1	i	i	-14	i	i	i
Cc1cc(C)cc(Oc2cc(NC(=O)c3cn(C)nc3C)cc([N+](=O)[O-])c2)c1	i	i	-11	i	-1.1	i	i	2	·	i	i
COc1cc([N+](=O)[O-])ccc1NC(=O)CN1CCCC1	i	i	7	i	0.3	i	i	-5	i	i	i

Screening data as filed in PubChem BioAssay.

The order is random; 6.1% or so of the library scored in one or more.
